Ba/F3 V617F tox: loss of viability in JAK2V617F-driven Ba/F3 cells. Ba/F3 EpoR-JAK2V617F viability, ATP luminescence. 1.1% of 220,000 active. inhibition, % at 5.6 µM;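 active = inhibition above the campaign mean plus 3 SD over all tested compounds, cut at about 24% in these data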;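 note: cytokine-independent growth of Ba/F3 cells driven by EpoR plus mutant JAK2; 0% = DMSO-treated cells and 100% = JAK inhibitor I control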
NPY-Y1 PAM-ag: potentiators or agonists of human neuropeptide Y receptor Y1. P25929. NPY-Y1 expressing cells, potentiator/agonist activation. activation, % at 3.6 µM. 0.37% of 220,000 active; in the data active = activation above about 33%, passing the limit was not always enough;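 note: cells stimulated with NPY at EC10 then isoproterenol at EC100; 0% = low agonist plus stimulus and 100% = saturating agonist plus stimulus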
Target sequence (P25929 whole entry, looked up): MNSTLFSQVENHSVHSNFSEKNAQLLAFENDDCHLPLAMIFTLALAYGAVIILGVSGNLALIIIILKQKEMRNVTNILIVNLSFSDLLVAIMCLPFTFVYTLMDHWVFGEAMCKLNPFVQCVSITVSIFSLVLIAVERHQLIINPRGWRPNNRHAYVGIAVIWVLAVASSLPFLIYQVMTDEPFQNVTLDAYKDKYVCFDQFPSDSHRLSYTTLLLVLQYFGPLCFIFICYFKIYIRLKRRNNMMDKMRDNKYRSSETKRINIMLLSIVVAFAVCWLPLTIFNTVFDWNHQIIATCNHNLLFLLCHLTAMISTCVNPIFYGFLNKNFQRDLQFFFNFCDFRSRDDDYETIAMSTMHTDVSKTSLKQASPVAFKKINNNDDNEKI
p47phox inh: p47phox (human) inhibition; AID 1274; p47phox/p22phox peptide binding, fluorescence polarization, 2 h; inhibition, % at 24.7 µM; 0.53% of 220,000 active;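 active = inhibition above about 30%, limit read from the data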;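 note: 0% = p47phox with labelled peptide and 100% = labelled peptide alone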
Target sequence (P14598 whole entry, looked up): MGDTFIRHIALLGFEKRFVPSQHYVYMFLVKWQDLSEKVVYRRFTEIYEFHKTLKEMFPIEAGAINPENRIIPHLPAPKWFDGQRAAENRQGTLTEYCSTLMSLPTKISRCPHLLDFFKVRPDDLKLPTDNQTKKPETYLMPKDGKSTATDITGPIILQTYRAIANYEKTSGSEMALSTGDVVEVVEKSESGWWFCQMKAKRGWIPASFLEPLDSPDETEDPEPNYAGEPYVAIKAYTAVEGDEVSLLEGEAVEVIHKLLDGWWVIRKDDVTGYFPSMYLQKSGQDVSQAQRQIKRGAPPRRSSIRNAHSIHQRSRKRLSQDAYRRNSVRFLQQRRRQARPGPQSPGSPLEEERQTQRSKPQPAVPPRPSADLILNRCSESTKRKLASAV
S1P4 ag: human S1P4 receptor agonism; O95977; activation, % at 4.98 µM; 0.35% of 220,000 active; S1P4-expressing cell line, agonist reporter assay; in the data active = activation above about 11%;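 note: 0% = DMSO vehicle and 100% = reference agonist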
BaF3 tox: counter-screen for JAK2V617F inhibitors: parental Ba/F3 viability inhibitors. 1.1% of 220,000 active. inhibition, % at 5.6 µM. CellTiter-Glo ATP luminescence;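 active = inhibition above a per-campaign cutoff, the mean inhibition of all tested compounds plus 3 SD, cut at about 27% in these data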;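 note: 0% = DMSO wells and 100% = JAK Inhibitor I control wells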
CHOP inhibitor: blocks CHOP induction under ER stress | CHO-K1 CHOP-promoter luciferase, tunicamycin-induced, 15-18 h | inhibition, % at 10 µM | 3.8% of 220,000 active | AID 2732;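 active = compounds that reduced the stress-induced luciferase reporter signal by more than about 70% of percent inhibition, limit read from the data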;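 note: 0% = tunicamycin plus vehicle and 100% = wells without tunicamycin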
NPY-Y1 antag: antagonists of human neuropeptide Y receptor Y1; inhibition, % at 3.6 µM; HEK293-CNG Y1 cells, membrane potential fluorescence; NPY at EC95, then isoproterenol; P25929; 1% of 200,000 active;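 active = inhibition above the campaign mean inhibition of all tested compounds plus 3 SD, cut at about 20% in these data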;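 note: 0% = DMSO wells given NPY plus isoproterenol and 100% = isoproterenol alone without NPY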
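Material: HEK293 cells co-expressing NPY Y1 receptor and cyclic-nucleotide gated channel. Timing: compound incubation 1 h at room temperature, readout 45 min post-stimulation. Signal: fluorescence, membrane potential probe.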
S1P4 antag: blocks the human S1P4 receptor | S1P4-expressing cells, antagonist mode, reporter read-out | inhibition, % at 4.98 µM | 0.26% of 220,000 active | AID 1510; in the data active = inhibition above about 29%;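 note: 0% = wells stimulated with agonist and 100% = vehicle wells without agonist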
NPY2 pot ag: human NPY-Y2 potentiation or agonism, primary screen; P49146; cells expressing NPY-Y2, potentiator/agonist read-out; activation, % at 3.6 µM; 0.45% of 220,000 active; AID 1359; in the data active = activation above about 27%;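 note: cells stimulated with NPY near EC25 plus isoproterenol at EC100; 0% = vehicle plus submaximal agonist and 100% = vehicle plus saturating agonist; some results beyond the cut were filed as inactive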
Starred values were filed as active, the others as inactive; nt = not tested or not shown.

SMILES | Ba/F3 V617F tox | NPY-Y1 PAM-ag | p47phox inh | S1P4 ag | BaF3 tox | CHOP inhibitor | NPY-Y1 antag | S1P4 antag | NPY2 pot ag
CC(=O)Nc1ccccc1NC(=O)c1cc(C)cc(C)c1 | -3 | -8 | -4 | 52* | 3 | 6 | 3 | -11 | -4
Cc1nnc(NC(=O)CSc2nnc(C)n2-c2ccc(F)cc2)s1 | -2 | 19 | 8 | 1.2 | 4 | -1 | -3 | 1 | -3
O=C(CSc1ccc(Cl)cc1)Nc1ccccc1N1CCN(C(=O)c2ccc(Cl)cc2)CC1 | -1 | -5 | -24 | -3.7 | 0 | 16 | 5 | -14 | -5
CC12CC3CC(C)(C1)CC(NCc1ccncc1)(C3)C2 | 6 | -18 | 5 | -2.3 | 16 | 0 | 7 | 2 | -17
O=C1/C(=C/c2cccs2)SC(=S)N1NS(=O)(=O)c1ccccc1 | -1 | -24 | -1 | -0.3 | 3 | 0 | nt | -1 | -8
CCOC(=O)c1ccc(NC(=O)CSc2nnc(Cc3cccs3)n2C)cc1 | 0 | -15 | 4 | -0.1 | 7 | 2 | -2 | -7 | 4
CN1C(=O)c2ccccc2C(C(=O)NCCCN2CCCC2=O)C1c1c[nH]c2ccccc12 (stereo not given) | -2 | 14 | -7 | 0.7 | 6 | 25 | 0 | 6 | 10
COCCNC(=O)CSc1nc2cc3c(cc2c(=O)n1Cc1ccco1)OCO3 | 2 | -2 | -2 | -1.4 | 8 | 11 | -1 | -2 | -27
O=C(NC(=S)Nc1ccccc1N1CCCC1)c1ccc(F)cc1 | 4 | -2 | -8 | -0.7 | 8 | -2 | 9 | -17 | 2
Cc1c(-n2c(O)c(C3=c4ccccc4=NC3=O)sc2=S)c(=O)n(-c2ccccc2)n1C | 3 | -18 | 19 | -1.7 | 7 | 33 | -6 | -5 | 2
CC(C)(C)c1ccc(C(=O)N/N=C/c2ccc(OCCCF)cc2)cc1 | -3 | 12 | -4 | -0.9 | -1 | -17 | 3 | 4 | -11
Cc1ccc2c(c1)c(C)cc(=O)n2CCC(=O)O | -5 | -5 | 0 | -0.7 | 2 | 7 | 1 | -26 | 2
CCNC(=O)CSc1nnc(CN2CCCCCC2=O)n1-c1ccccn1 | -4 | 9 | 11 | 2.0 | 3 | 2 | 1 | -7 | 11
CCCCc1nn(-c2cc(Cl)ccc2OC)c2c1C(=O)CC(C)(C)C2 | 3 | -2 | -8 | 3.5 | 6 | 81* | 1 | -28 | 3
Cc1ccc(NC(=O)c2ccoc2C)cc1C | 5 | 0 | -3 | 1.6 | 10 | 17 | -5 | 3 | 7
COc1ccc(N(CN2C(=O)C3CC=CCC3C2=O)C(=O)c2ccco2)cc1 (stereo not given) | 2 | 23 | -6 | -0.2 | 4 | 12 | -2 | -8 | -4
N#Cc1c(-c2cccs2)cc(-c2cccnc2)nc1N | 3 | -44 | -27 | 0.4 | 11 | 19 | 0 | -8 | 1
COc1ccc(-c2ccc3c(N)c(C(=O)NC(C)C)sc3n2)cc1OC | 5 | -4 | -22 | 0.7 | -5 | -3 | nt | -4 | -15
CC(=O)NC1=NN(C(C)=O)C(c2ccccn2)S1 (stereo not given) | 2 | -2 | -4 | 0.2 | 10 | -12 | 8 | -12 | -22
C=CCn1c2ccccc2c2nnc(SC(CC)C(=O)Nc3nc(C)c(C(=O)OCC)s3)nc21 (stereo not given) | 0 | -3 | -2 | 1.7 | 3 | 58 | -1 | -15 | -3
CCCCNC(=O)CC1N=C2c3ccccc3N=C(SCC(=O)Nc3cccc(C)c3)N2C1=O (stereo not given) | -1 | -3 | -10 | 1.4 | 0 | -28 | -4 | 3 | 0
CC1(C)CC(NC(=O)C(=O)NCCc2ccccc2)CC(C)(C)N1 | -4 | -9 | -17 | 1.8 | 4 | 2 | nt | -6 | -2
COc1cccc(/C=C/C(=O)OCC(=O)NCC2CCCO2)c1 (stereo not given) | 0 | -12 | -7 | -0.5 | 8 | -10 | -2 | -16 | 7
O=S(=O)(Nc1nc2cc3c(cc2nc1Cl)OCCO3)c1ccccc1 | 4 | -9 | -5 | 3.3 | 5 | 19 | 1 | -10 | -6
CN1C(=O)C(C(=O)Nc2ccccc2F)c2ccccc21 (stereo not given) | -2 | -8 | -6 | 0.7 | 3 | 4 | 1 | -12 | 13
CCCCNC(=S)NNC(=O)C12CC3CC(CC(C3)C1)C2 | -1 | -9 | -23 | 1.1 | 3 | -13 | -7 | -13 | 1
O=C(NC(=S)Nc1ccc(C(=O)N2CCOCC2)cc1)c1ccc([N+](=O)[O-])cc1 | 2 | 6 | -7 | -0.7 | 5 | -19 | -1 | -6 | 4
CC(CCc1ccccc1)N(C)CC(O)c1cccc([N+](=O)[O-])c1 (stereo not given) | -3 | 16 | 0 | 0.8 | 0 | 26 | nt | -3 | 2
CC(C)C(C)NC(=O)CN1C(=O)NC2(CCCCCC2)C1=O (stereo not given) | 0 | -12 | -18 | -1.1 | 8 | 0 | 4 | -8 | 3
O=C(CN1CCN(Cc2ccccc2)CC1)N/N=C/C=C/c1ccco1 | -3 | 0 | -7 | -0.4 | 3 | 5 | 3 | -15 | -9

As a working copy, part of the list above.
SMILES | Ba/F3 V617F tox | NPY-Y1 PAM-ag | p47phox inh | S1P4 ag | BaF3 tox | CHOP inhibitor | NPY-Y1 antag | S1P4 antag | NPY2 pot ag
CC(=O)NC1=NN(C(C)=O)C(c2ccccn2)S1 (stereo not given) | 2 | -2 | -4 | 0.2 | 10 | -12 | 8 | -12 | -22
C=CCn1c2ccccc2c2nnc(SC(CC)C(=O)Nc3nc(C)c(C(=O)OCC)s3)nc21 (stereo not given) | 0 | -3 | -2 | 1.7 | 3 | 58 | -1 | -15 | -3
CCCCNC(=O)CC1N=C2c3ccccc3N=C(SCC(=O)Nc3cccc(C)c3)N2C1=O (stereo not given) | -1 | -3 | -10 | 1.4 | 0 | -28 | -4 | 3 | 0
CC1(C)CC(NC(=O)C(=O)NCCc2ccccc2)CC(C)(C)N1 | -4 | -9 | -17 | 1.8 | 4 | 2 | nt | -6 | -2
COc1cccc(/C=C/C(=O)OCC(=O)NCC2CCCO2)c1 (stereo not given) | 0 | -12 | -7 | -0.5 | 8 | -10 | -2 | -16 | 7
O=S(=O)(Nc1nc2cc3c(cc2nc1Cl)OCCO3)c1ccccc1 | 4 | -9 | -5 | 3.3 | 5 | 19 | 1 | -10 | -6
CN1C(=O)C(C(=O)Nc2ccccc2F)c2ccccc21 (stereo not given) | -2 | -8 | -6 | 0.7 | 3 | 4 | 1 | -12 | 13
CCCCNC(=S)NNC(=O)C12CC3CC(CC(C3)C1)C2 | -1 | -9 | -23 | 1.1 | 3 | -13 | -7 | -13 | 1
O=C(NC(=S)Nc1ccc(C(=O)N2CCOCC2)cc1)c1ccc([N+](=O)[O-])cc1 | 2 | 6 | -7 | -0.7 | 5 | -19 | -1 | -6 | 4
CC(CCc1ccccc1)N(C)CC(O)c1cccc([N+](=O)[O-])c1 (stereo not given) | -3 | 16 | 0 | 0.8 | 0 | 26 | nt | -3 | 2
CC(C)C(C)NC(=O)CN1C(=O)NC2(CCCCCC2)C1=O (stereo not given) | 0 | -12 | -18 | -1.1 | 8 | 0 | 4 | -8 | 3

The listing continues.
SMILES | Ba/F3 V617F tox | NPY-Y1 PAM-ag | p47phox inh | S1P4 ag | BaF3 tox | CHOP inhibitor | NPY-Y1 antag | S1P4 antag | NPY2 pot ag
NC(=O)c1c(NC(=O)C2c3ccccc3Oc3ccccc32)sc2c1CCCCC2 | -2 | -23 | -43 | 0.8 | 5 | 74* | 4 | -28 | -11
Cn1cccc1/C=C1\SC(=O)N(CC(=O)Nc2ccc(Cl)cc2)C1=O | 2 | -2 | -17 | 1.6 | 1 | 101* | 2 | 3 | -5
Cc1cc(NC(=O)c2ccc(Cl)cc2)c(C)cc1O | -1 | -19 | 13 | -0.6 | 9 | 2 | -1 | 7 | -2
O=C(Cc1c[nH]c2ccccc12)NCc1ccc2c(c1)OCO2 | -2 | 1 | -4 | 0.4 | 5 | 31 | -2 | -6 | 1
Cc1ccc(OCc2ccc(Br)cc2)c([N+](=O)[O-])n1 | -3 | 1 | -8 | 1.0 | 4 | -16 | 0 | -6 | 9
O=C(Nc1ccc(F)cc1)c1oc2ccccc2c1NC(=O)C1CCCC1 | -1 | -39 | -5 | -3.0 | 3 | 71* | 8 | -3 | -18
O=C(COC(=O)C1CSC2(c3ccc(F)cc3)CCC(=O)N12)NC(=O)NC1CCCC1 (stereo not given) | 2 | 12 | -11 | 0.4 | 7 | 73* | -14 | 6 | 9
COc1ccc(NC(=O)C2CCCCN2S(=O)(=O)c2ccc(F)cc2)c(OC)c1 (stereo not given) | 3 | -38 | -8 | 0.1 | 6 | -1 | 0 | -17 | -18
O=C1C2CCCN2C(c2ccc(Br)cc2)N1c1ccc(F)cc1 (stereo not given) | 2 | 1 | -13 | 1.7 | 3 | 15 | 11 | -8 | -15
Cc1ccc(CC(=O)Nc2nc3ccccc3[nH]2)cc1C | -2 | 8 | -9 | -2.1 | 4 | 40 | 4 | 8 | -2
Cc1cccc(C(=O)NCCNc2nc3cc(C)c(C)cc3cc2C)c1 | 3 | -103 | 2 | 2.2 | 1 | 76* | 45* | -9 | -47
COc1ccc(S(=O)(=O)Nc2ccc(C(F)(F)F)cc2)cc1OC | 1 | 12 | -14 | 2.9 | 4 | 23 | 1 | -13 | -2
Cc1nn(C)c(Oc2cccc(Cl)c2)c1C(=O)O | -2 | 14 | 8 | 1.4 | 7 | 12 | -1 | -5 | -14
O=[N+]([O-])c1nn(-c2ccc3c(c2)OCCO3)n(O)c1=NC1CCCCCC1 | -4 | -12 | -2 | 1.2 | 3 | 77* | 8 | 2 | -7
Cc1ccnc(NS(=O)(=O)Cc2ccccc2)c1 | 1 | 10 | -13 | -1.4 | 1 | 5 | 0 | 2 | 0
N#Cc1cc(-c2ccccc2)nnc1Oc1ccccc1Cl | -2 | -9 | -8 | 4.7 | 4 | 38 | 0 | -12 | -11
Cc1occc1-c1nnc(SCC(=O)Nc2ccccn2)o1 | 5 | -14 | -1 | 1.6 | 9 | 1 | -2 | -23 | -12
O=c1c2c3c(sc2n(CCN2CCCC2)c(=O)n1Cc1ccco1)CCCCC3 | 1 | -24 | -30 | 1.1 | 6 | 31 | 13 | 3 | -1
Cc1cc(=O)[nH]c(SCC(=O)Nc2ccc(S(=O)(=O)N3CCCCC3)cc2)n1 | -3 | -24 | 1 | -1.1 | 1 | 37 | -1 | 6 | 2
CC(C)Nc1nnc(SCC(=O)c2c[nH]c3ccccc23)s1 | -4 | 4 | -22 | 0.0 | 4 | 0 | 7 | -22 | 5
CCc1nn(C)c(N)c1C | 1 | 8 | -2 | -0.8 | 9 | 7 | 1 | 14 | -15
O=C(/C=C/c1ccc(Cl)cc1)NCCSc1ccccc1 | -2 | -39 | -2 | 0.0 | 5 | 22 | 29* | -3 | -19
Cc1nnc(-c2ccccc2)c[n+]1[O-] | -3 | -3 | -19 | -0.9 | 1 | 3 | 0 | -2 | -5
CN(c1ccccc1)S(=O)(=O)c1ccc(Cl)c(C(=O)OCC(=O)N2CCOCC2)c1 | 0 | -1 | 2 | -1.8 | -4 | 10 | -2 | -2 | -3

High-throughput results: PubChem, several laboratories

Random draw from the library; 7.1% or so of the library scored in one or more.
